TrxR1 inh: rat TrxR1 inhibition. O89049. 390,000 compounds, 1% hits. Potency, µM (titrated, usually from 114 µM), for the others: top-dose activity change, negative = inhibition, usual class: inhibitors. recombinant rTrxR1, NADPH fluorescence consumption, selenite substrate; further: potency means the concentration at half of the fitted maximal effect; on the % scale 0 is the no-effect control and ±100 the full control effect; nearly all actives have a fitted effect of over 65% in size
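Rat TrxR1 (90 nM in the dispensed reagent) was pre-reduced with 400 uM NADPH for 5 min at room temperature, then incubated with compound for 15 min. After 400 uM selenite was added, NADPH fluorescence (Ex 340/Em 450 nm) was followed for 8 min.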
D2 antag: antagonizes the human D2 dopamine receptor; P14416; HEK293 TREx D2 cells, calcium flux, dopamine EC80; inhibition, % at 10 µM; 340,000 compounds, 2% hits; in the data active means inhibition above about 30%; further: 0% is about no effect
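Calcium mobilization kinetics were recorded at 1 s intervals in tetracycline-induced HEK293 T-REx D2 cells, first for 180 s after compound addition and then 180 s after EC80 dopamine.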
PI4K2A block: PI4K2A (human) kinase inhibition | purified PI4K2A, ADP-Glo luminescence, 1 h; active compounds read low | activity change, negative = inhibition, % at 76.9 µM | 420,000 compounds, 0.13% hits; in the data active means activity change below about -50%; inconclusive means mostly about -30% to -49%;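 further: -100% = wells without enzyme as full effect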
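In this quantitative HTS, ADP production by PI4K2A was quantified luminescently after 1 h at ambient temperature; 100 microM adenosine served as plate-quality control.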
TrxR1 substrate: rat thioredoxin reductase 1 substrate activity; O89049; purified TrxR1 substrate turnover, NADPH consumption readout; Potency, µM (series often up to 114 µM), for the others: at the top dose activity change, negative = substrate turnover; 390,000 compounds, 0.01% hits; AID 588456; further: potency means the concentration at half of the fitted maximal effect; on the % scale 0 is the no-effect control and ±100 the full control effect; nearly all actives have a fitted effect of over 50% in size
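Rat TrxR1, dispensed at 90 nM, was prereduced with 400 uM NADPH (final) for 5 min at ~22 deg C, then incubated with compound 15 min before 400 uM selenite. A first-read NADPH fluorescence drop versus no-compound background flagged substrates.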
TRHR enhancer: allosteric enhancers of human TRH receptor | P34981 | TRHR cells, fluo-8 calcium fluorescence, EC20 TRH enhancement | enhancement, % at 2 µM | 360,000 compounds, 0.66% hits | AID 493056; in the data active means enhancement above about 30%; further: 0% is about no effect
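Enhancer read-out: after compound pinning and an initial kinetic agonist-mode read, an EC20 of TRH (10 nM final) was injected and fluo-8 calcium signal (Ex 480/Em 530) followed at 1 s/cycle for 100 cycles in TRHR-expressing cells.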
USP1 inh: blocks the human USP1/UAF1 deubiquitinase complex. Potency, µM (highest dose often 57.1 µM), for inactives: at the top dose activity change, negative = inhibition, usual class: inhibitors. O94782. 390,000 compounds, 0.23% hits. AID 743255. recombinant USP1/UAF1, Ub-Rhodamine cleavage fluorescence; further: potency means the concentration at half of the fitted maximal effect; on the % scale 0 is the no-effect control and ±100 the full control effect; nearly all actives have a fitted effect of over 60% in size; inactives centre near -12
Target sequence (O94782 whole entry, looked up): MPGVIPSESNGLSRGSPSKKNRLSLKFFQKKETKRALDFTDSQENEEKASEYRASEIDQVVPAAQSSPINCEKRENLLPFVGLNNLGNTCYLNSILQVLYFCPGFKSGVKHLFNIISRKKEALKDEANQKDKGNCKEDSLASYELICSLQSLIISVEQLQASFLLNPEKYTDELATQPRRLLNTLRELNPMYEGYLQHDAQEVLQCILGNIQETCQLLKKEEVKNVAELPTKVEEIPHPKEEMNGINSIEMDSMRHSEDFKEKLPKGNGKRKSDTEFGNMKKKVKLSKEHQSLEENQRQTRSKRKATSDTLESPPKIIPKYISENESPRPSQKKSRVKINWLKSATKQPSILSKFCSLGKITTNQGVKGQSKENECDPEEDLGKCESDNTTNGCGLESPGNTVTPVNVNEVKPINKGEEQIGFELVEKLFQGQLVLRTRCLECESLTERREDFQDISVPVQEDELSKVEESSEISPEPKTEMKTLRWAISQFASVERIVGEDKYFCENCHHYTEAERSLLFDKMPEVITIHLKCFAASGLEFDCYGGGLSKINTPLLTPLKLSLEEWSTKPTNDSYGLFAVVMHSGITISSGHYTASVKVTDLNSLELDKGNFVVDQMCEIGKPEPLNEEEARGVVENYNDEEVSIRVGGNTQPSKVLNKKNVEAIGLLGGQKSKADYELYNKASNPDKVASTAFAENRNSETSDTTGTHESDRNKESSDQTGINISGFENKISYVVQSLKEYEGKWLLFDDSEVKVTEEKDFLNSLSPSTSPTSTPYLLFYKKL
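Step one: compound is pinned into 1nM USP1/UAF1 in HEPES pH 7.8 buffer with TCEP. Step two: 15 min room-temperature incubation. Step three: Ub-Rho (150nM final) starts cleavage, tracked by fluorescence over six one-minute reads.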
IDH1 R132H inh: blocks human mutant IDH1 R132H enzyme. O75874. IDH1-R132H enzyme, NADPH consumption, diaphorase/resazurin fluorescence. Potency, µM (doses to about 76.6 µM), without a hit: at the top dose activity change, negative = inhibition, hits mostly inhibitors. 390,000 compounds, 0.093% hits. AID 602179; further: potency means the concentration at half of the fitted maximal effect; on the % scale 0 is the no-effect control and ±100 the full control effect; nearly all actives have a fitted effect of over 65% in size
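IDH1-R132H (0.5 ug/mL dispensed) in pH 7.5 Tris buffer was preincubated 30 min with compound, then given a substrate mix of 0.016 mM NADPH and 2 mM alpha-KG for 80 min at room temperature; remaining NADPH was read by diaphorase/resazurin fluorescence.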
D2 agonist: D2 dopamine receptor (human) agonism | AID 485358 | 340,000 compounds, 0.53% hits | HEK293 T-REx D2 cells, calcium flux agonist mode | activation, % at 2 µM;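 active means activation over 3 SD above normal in the single-dose calcium agonist read, cut at about 30% in these data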; further: 0% is about no effect
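Tetracycline-induced HEK293 T-REx cells with force-coupled D2 receptor, plated overnight at 30 C, loaded with no-wash calcium dye. After a 10 s baseline, compound was pin-added and calcium flux read kinetically for 180 s; calcium rises flagged agonists.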
TRHR ag: TRH receptor (human) agonism. AID 493084. activation, % at 2 µM. TRHR cells, calcium flux fluo-8, FDSS agonist mode. 360,000 compounds, 0.18% hits; in the data active means activation above about 30%; further: 0% is about no effect
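Steps: seed TRHR cells overnight; add fluo-8 no-wash Ca dye, RT 30 min–1.5 h; record 10 s baseline; pin-transfer compounds; monitor fluorescence 1 cycle/s for the agonist window. Calcium increases flag candidate agonists.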
Starred values were filed as active, the others as inactive; u = inconclusive; x = no result given; & = joins results of further samples; [ ] = dose if it differs, or a comment. Unless noted, the call rests on the fitted dose curve; in most records, active means well fitted inhibition curve with a large enough effect; inconclusive means small, poorly fitted or top-dose-only effect; inactive means no such curve, though single readings can be large or run the other way. The order is random; about 3.9% have a hit in one of these screens.

canonical_smiles | TrxR1 inh | D2 antag | PI4K2A block | TrxR1 substrate | TRHR enhancer | USP1 inh | IDH1 R132H inh | D2 agonist | TRHR ag
CC(=O)Nc1ccc(-c2csc(NC(C)c3ccccc3)n2)cc1 (configuration not stated) | 6% | -10 | 4 | -3% | 9 | -24% | 2% | -1.0 | -0.6
Cc1ccccc1NC(=O)c1ccc2nccnc2c1 | -9% | 7 | 2 | -3% | -2 | -2% | 4% | 1.1 | -0.6
Cn1nc(C(=O)NC(C)(C)C)c2ccccc21 | -13% | 1 | 0 | -9% | 5 | 1% | 8% | -0.6 | 0.0
CC1CN(C(=O)c2cccn(Cc3c(Cl)cccc3Cl)c2=O)CC(C)O1 (configuration not stated) | 17% | x | 6 | -3% | -9 | -9% | 2% | x | -1.2
CCN1CCN(C(c2cc3cccc(C)c3[nH]c2=O)c2nnnn2Cc2ccccc2)CC1 (configuration not stated) | u | -2 | -7 | 2% | -14 | -14% | -1% | 1.3 | -0.2
COc1ccc(S(=O)(=O)Nc2nnc(Cc3ccc(OC)c(OC)c3)s2)cc1 | 39% | 21 | -10 | 9%[57.1 µM] | 6 | -23% | 8% | 0.0 | -0.1
Fc1ccc(CNc2nc3ccc(Cl)cc3n3nnnc23)cc1 | 2% | x | -5 | 31%[activator] | 6 | 3% | 1% | -0.8 | 3.1
CC(=O)c1ccc(S(=O)(=O)N(CCCO)Cc2cc3cc4c(cc3[nH]c2=O)OCCO4)cc1 | -5% | -15 | 3 | -7% | -4 | -5% | 27% | -0.1 | 0.6
Cn1c(=O)n(C)c2cc(N3CCCCC3)c(NC(=O)c3ccc(C(C)(C)C)cc3)cc21 | 7% | x | 2 | -2% | -2 | -10% | -22% | -0.5 | 0.0
COc1cc(CN2CCCC(C(=O)N3CCc4ccccc4C3)C2)cc(OC)c1OC (configuration not stated) | 8%[57.1 µM] | x | 0 | 3%[57.1 µM] | 2 | -1% | -1% | x | -0.7
CC(=O)Nc1cccc(-n2nnc(SCC(N)=O)n2)c1 | -18% | -1 | 3 | -13% | 1 | -13% | -3% | 0.8 | -0.5
CC1CCN(C(=O)c2ccc3c(c2)N(Cc2ccccc2F)C(=O)c2ccccc2S3(=O)=O)CC1 | 22% | x | 0 | -2% | -5 | -35% | -4% | 0.1 | 0.3
O=C1NC(=S)N/C1=C/c1ccc2ccccc2c1 | 8% | 7 | -4 | -6% | -4 | -5% | 0% | 0.5 | 1.1
COc1ccc(N=c2oc3ccccc3cc2C(=O)Nc2ccccn2)cc1OC | x | -23 | x | x | -2 | x | x | 0.4 | 0.3
C/C(=N\NC(=O)c1ccncc1)C12CC3CC(CC(C3)C1)C2 | 9% | -5 | 4 | 4% | 27 | -17% | 0% | 0.7 | 0.9
COc1ccc(NC2CCCN(C(=O)CN3CCOC3=O)C2)cc1 (configuration not stated) | -6% | -17 | 3 | 0% | -3 | -9% | 3% | 0.2 | 1.4
CCCS(=O)(=O)c1nc(C)cc(C)c1S(C)(=O)=O | 7%[57.1 µM] | 5 | 4 | 1%[57.1 µM] | 8 | -8% | 8% | 1.6 | 0.1
CSc1ccc(S(=O)(=O)Nc2ccc3c4c(cccc24)CC3)cc1 | 15%[57.1 µM] | -11 | -3 | 1%[57.1 µM] | 15 | -11% | 0% | 1.6 | 0.5
CCOC(=O)c1cccc(NC(=O)CCc2nnc3ccc(N4CCN(C)CC4)nn23)c1 | 14% | 14 | 3 | 7% | 3 | -26% | 4% | -0.3 | -0.2
CCN(CC)S(=O)(=O)c1ccc(C(=O)Nc2ccc3c(c2)OCCO3)cc1 | 7% | -12 | -2 | -8% | 19 | -7% | 3% | -0.6 | -0.5
COc1cccc(OC)c1C(=O)N[C@@H]1C(=O)N2[C@@H]1SC(C)(C)[C@@H]2C(=O)O | 10% | x | -1&-6 | 2% | x | -18% | 3% | x | x
CC(=O)c1ccc(OCCCC(=O)n2nnc3ccccc32)cc1 | u | 17 | 0 | 15%[57.1 µM] | 0 | -17% | 2% | -2.8 | 0.1
COc1ccc(CNC(=O)Cn2ccc3cc(S(=O)(=O)N4CCCCC4)ccc32)c(OC)c1 | 11% | x | -3 | -6% | -3 | u | 17% | 0.5 | 0.3
O=c1c2ccccc2c(=O)n(-c2ccccc2)n1CCCCBr | 15%[57.1 µM] | x | -3 | 7%[57.1 µM] | x | -14% | 4% | x | x
CN(C)CCCNC(=O)C[C@H]1C[C@H](C(=O)N2CCCCC2)[C@@]2(C)c3[nH]c4ccc(Cl)cc4c3CCN2C1=O | 13% | x | -1 | 4% | x | -29% | -12% | x | x
O=C(NCc1ccccc1)/C(=C\c1ccc(O)cc1)NC(=O)c1ccco1 | -9% | -2 | 4 | -6% | 2 | -5% | 4% | 0.8 | 0.8
CN(CC(=O)NC1CCCC1)S(=O)(=O)c1cnc[nH]1 | 4% | -7 | -10 | -5% | 15 | -9% | -11% | -0.1 | 0.4
Cc1nn(-c2ccccc2)c2sc(C(=O)N3CCOCC3)cc12 | -6% | -4 | 4 | -8% | -7 | -15% | 0% | 0.3 | -0.1
Cn1c(=O)c2c([nH]c(=O)n2Cc2ccc(Cl)cc2Cl)n(C)c1=O | 13% | x | 2 | 7% | 24 | -18% | -10% | x | -0.4
Cc1ccc2oc(=O)n(Cc3ccccc3Cl)c2c1 | -18% | x | -1 | -5% | -4 | -24% | 1% | 1.1 | -0.5

Of the compounds above, these contain an aryl methoxy group.
canonical_smiles | TrxR1 inh | D2 antag | PI4K2A block | TrxR1 substrate | TRHR enhancer | USP1 inh | IDH1 R132H inh | D2 agonist | TRHR ag
COc1ccc(S(=O)(=O)Nc2nnc(Cc3ccc(OC)c(OC)c3)s2)cc1 | 39% | 21 | -10 | 9%[57.1 µM] | 6 | -23% | 8% | 0.0 | -0.1
COc1cc(CN2CCCC(C(=O)N3CCc4ccccc4C3)C2)cc(OC)c1OC (configuration not stated) | 8%[57.1 µM] | x | 0 | 3%[57.1 µM] | 2 | -1% | -1% | x | -0.7
COc1ccc(N=c2oc3ccccc3cc2C(=O)Nc2ccccn2)cc1OC | x | -23 | x | x | -2 | x | x | 0.4 | 0.3
COc1ccc(NC2CCCN(C(=O)CN3CCOC3=O)C2)cc1 (configuration not stated) | -6% | -17 | 3 | 0% | -3 | -9% | 3% | 0.2 | 1.4
COc1cccc(OC)c1C(=O)N[C@@H]1C(=O)N2[C@@H]1SC(C)(C)[C@@H]2C(=O)O | 10% | x | -1&-6 | 2% | x | -18% | 3% | x | x
COc1ccc(CNC(=O)Cn2ccc3cc(S(=O)(=O)N4CCCCC4)ccc32)c(OC)c1 | 11% | x | -3 | -6% | -3 | u | 17% | 0.5 | 0.3

Additional compounds.
Every second line gives: TrxR1 inh	D2 antag	PI4K2A block	TrxR1 substrate	TRHR enhancer	USP1 inh	IDH1 R132H inh	D2 agonist	TRHR ag
- CCOC(=O)c1ccc(Cn2c(-c3ccccc3)nnc2-c2ccccc2)o1
  1%[57.1 µM]	24	4	4%[57.1 µM]	15	-22%	1%	0.1	-0.3
- Cc1ccc(NNc2c(C)nc3ccccc3nc2=O)cc1
  19%[57.1 µM]	-7	-22	-22%[57.1 µM]	1	-10%	16%	0.5	-1.8
- CC(NC(=O)COC(=O)c1cc2ccccc2cc1O)c1ccccc1 (configuration not stated)
  16%	13	-6	1%	-1	-2%	0%	-1.1	-2.2
- CCOC(=O)c1sc2nc[nH]c(=O)c2c1C
  1%	6	-7	8%	7	-6%	21%	0.4	0.2
- Cc1ccccc1NC(=O)CCc1c(C)nn(-c2ccc(N3CCOCC3)nn2)c1C
  25%	1	-7	13%	4	-19%	0%	0.2	0.0
- CC(NC(=O)Cn1cccc1)c1ccccc1 (configuration not stated)
  17%	6	0	5%	-2	-10%	-3%	-0.2	-1.3
- O=C(O)c1ccc(/C=N/Nc2ccc(Cl)nn2)cc1
  -12%	9	-21	-18%	12	-17%	-5%	0.3	0.5
- C=CCC[C@@H](Cc1ccc(F)cc1)C(=O)OC[C@H](C)NC(=O)[C@@H](CC=C)CC(=O)N(CCO)Cc1ccccc1
  0%	x	0	-8%	x	-21%	-1%	x	x
- Cc1onc(-c2ccccc2Cl)c1C(=O)N(C)Cc1ccccc1
  10%	-8	-3	2%	8	-7%	0%	0.0	-0.1
- O=C(NNC(=O)c1ccccc1Br)c1cccc(Cl)c1
  26%	-2	-16	6%	-8	-3%	5%	-1.1	-0.3
- Cc1cc(NC(=O)CN(C)CC(=O)Nc2ccc(Cl)c(C(F)(F)F)c2)no1
  11%	-1	2	-8%	0	-6%	4%	0.7	0.1
- CC(=O)NCc1ccc(S(=O)(=O)NC2CCN(Cc3ccccc3)CC2)cc1
  20%	2	0	12%	2	-17%	4%	0.0	0.6
- C[C@@H](C(=O)Nc1cccc(S(=O)(=O)N2CCOCC2)c1)N1C(=O)C2CC=CCC2C1=O (some centres not stated)
  -2%[57.1 µM]	-2	-1	-2%[57.1 µM]	2	-7%	0%	-1.1	0.0
- O=C(CCCN=C1NS(=O)(=O)c2ccccc21)Nc1ccc(Cl)cc1
  1%	6	-1	-3%	-1	-9%	-4%	0.1	0.6
- COc1ccc(-c2cc(C(=O)NCC(c3ccccc3)N(C)C)c3ccccc3n2)cc1OC (configuration not stated)
  -14%[57.1 µM]	23	-2	-2%[57.1 µM]	7	-7%	-5%	-0.1	0.4
- Cc1ccc(-c2csc(NC(=O)c3ccc(Br)cc3)c2C(=O)O)cc1
  -18%	-5	-4	-12%	-3	u	21%	-0.5	-0.8
- COc1cccc(C(=O)N2CCC(n3nccc3NC(=O)C3CCOC3)CC2)c1 (configuration not stated)
  4%	-7	1	0%	-5	-4%	-5%	0.7	0.5
- O=Cc1ccc(N2CCCC2)c([N+](=O)[O-])c1
  2%[57.1 µM]	-3	-5	-6%[57.1 µM]	-2	-18%	1%	2.9	-0.2
